High-throughput results: PubChem, Vanderbilt High Throughput Screening Facility
AMPAR-TARP mod – modulates AMPAR-stargazin complexes | O88602+P19491 | HEK293 GluA2+stargazin, membrane potential dye (FDSS), glutamate EC50; hits were called plate by plate, in both directions | calls only at 30 µM | 40,000 tested, 3.5% active | AID 1259245;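 active = any of four per-well response measures lying three or more SD from its plate-wide compound average, in either direction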
AMPAR-TARP mod agonism max-min – also measured in AMPAR-TARP mod; calls as there; compound max-min signal; compound-alone response (agonism);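 unitless range of fluorescence divided by baseline over first 100 seconds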
AMPAR-TARP mod glutamate slope – recorded beside AMPAR-TARP mod, whose call it bears; glutamate slope, % of max; measured here: glutamate response slope, % max;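 scaled per plate between vehicle wells and maximal 1 mM glutamate control wells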
* hit, by the source's call; i = inactive; + = active, no number. This is a subset; count on the stated rates, not on these rows.

The first 2 compounds, ahead of the listing:
AMPAR-TARP mod | AMPAR-TARP mod agonism max-min | AMPAR-TARP mod glutamate slope | molecule
i | 0.0576 | -4.5 | COc1ccc(-c2ccc(=O)n(CCNS(=O)(=O)c3ccc(OC)cc3)n2)cc1
i | 0.0952 | 75.2 | CCOc1ccccc1NC(=O)Cn1cc(OC)c(=O)cc1CSc1ccccc1

The list itself, previewed entries included:
AMPAR-TARP mod | AMPAR-TARP mod agonism max-min | AMPAR-TARP mod glutamate slope | molecule
i | 0.0576 | -4.5 | COc1ccc(-c2ccc(=O)n(CCNS(=O)(=O)c3ccc(OC)cc3)n2)cc1
i | 0.0952 | 75.2 | CCOc1ccccc1NC(=O)Cn1cc(OC)c(=O)cc1CSc1ccccc1
i | 0.0967 | 50.2 | COC(=O)c1sc2ccccc2c1S(=O)(=O)N(C)CC(=O)NCc1ccc(Cl)cc1
i | 0.0906 | 66.9 | COCC(C)Nc1nc(/C=C/c2ccccc2)c([N+](=O)[O-])c(N2CCOCC2)n1 (configuration not stated)
i | 0.1 | 58.2 | CN1CC(NC(=O)c2ccc(C(F)(F)F)cc2)CC1=O (configuration not stated)
i | 0.131 | 54.5 | Cc1ccsc1C(O)CNC(=O)COc1ccc(Cl)cc1Cl (configuration not stated)
i | 0.0547 | 29.7 | O=C(Cc1ccc(NS(=O)(=O)C2CCCCC2)cc1)NCc1cccs1
i | 0.0204 | 37.1 | CSc1cccc(N2C=C(C#N)S(=O)(=O)c3ccc(Cl)cc32)c1
i | 0.0854 | 52.7 | COc1ccc(NC(=O)c2ccc(N3CCCCS3(=O)=O)cc2)cc1
i | 0.12 | 64.0 | COC(=O)COc1ccc2c(c1)O/C(=C\c1ccc(OC)cc1OC)C2=O
i | 0.0522 | 36.7 | CC(C)CSc1ncnc2c1nnn2C
i | 0.0657 | 87.7 | CC(=O)NCCc1nc2ccccc2n1CCCOc1ccc(C)cc1
i | 0.0795 | 56.5 | COc1ccc(C(=O)CSc2nc3cc(C(=O)NC(C)C)ccc3c(=O)n2CC2CCCO2)cc1 (configuration not stated)
i | 0.0799 | 37.3 | CN(C)C(=O)Cc1ccc(NC(=O)Cc2ccc(Cl)cc2)cc1
i | 0.102 | 38.3 | Cc1cc(NC(=O)C2COc3ccccc3O2)n(C(C)C)n1 (configuration not stated)
+ | 0.0799* | 58.4* | COc1cccc(C(CNC(=O)Nc2ccc(Cl)cc2)N2CCOCC2)c1 (configuration not stated)
i | 0.0744 | 48.5 | COc1ccc(S(=O)(=O)Nc2ccc3c(c2)N(C(=O)c2cccs2)CC3)cc1OC
i | 0.0845 | 43.8 | Cc1ccccc1C(=O)NCCNC(=O)c1ccc(NC(=O)C(C)C)cc1
i | 0.0756 | 38.2 | COc1ccc(S(=O)(=O)Nc2nc(C(=O)N3CCc4ccccc43)cs2)cc1
i | 0.0919 | 71.0 | O=C(CCCN1C(=O)c2ccccc2C1=O)Nc1ccc2cn[nH]c2c1
i | 0.093 | 50.0 | COc1cc(NC(=O)NCCNc2ccc(Nc3ccncc3)nn2)cc(OC)c1OC
i | 0.127 | 44.6 | O=C(NCCC1=CCCCC1)C(=O)NCC(O)(c1cccs1)C1CC1 (configuration not stated)
i | 0.101 | 44.5 | CC(C)CCn1nc2ccc(S(=O)(=O)N3CCOCC3)cn2c1=O
i | 0.13 | 55.9 | O=C(Nc1cccc([N+](=O)[O-])c1)NC1CS(=O)(=O)CC1Cl (configuration not stated)
i | 0.0572 | 36.1 | O=C(Cc1cc(-c2ccc(F)cc2F)on1)NCc1ccccn1
i | 0.0569 | 33.4 | Cc1nc2c3c(cccc3n1)C(=O)c1ccccc1-2
i | 0.103 | 45.1 | Cc1cc(=O)[nH]c(-n2nc(C)c(CCC(=O)N3CCCC3)c2C)n1
i | 0.0995 | 73.4 | Cc1ccc(-n2ncc3c(=O)n(NC(=O)c4ccc([N+](=O)[O-])cc4)cnc32)cc1
i | 0.142 | 58.9 | Cc1ccc(Cl)c2sc(N(CCN3CCOCC3)C(=O)CCc3ccccc3)nc12
i | 0.0936 | 52.6 | Clc1c(-c2nnc3sc(CN4CCCCC4)cn23)sc2ccccc12
i | 0.16 | 52.4 | CC(NC(=O)CCc1csc(NC(=O)c2ccc[nH]c2=O)n1)c1ccccc1 (configuration not stated)
i | 0.13 | 51.0 | Cc1cc(=O)[nH]c(-n2nc(C)c(CCC(=O)NCc3cccs3)c2C)n1
i | 0.0765 | 52.1 | CCc1ccc(S(=O)(=O)Nc2ccc(CC(=O)N(C)C)cc2)s1
i | 0.133 | 70.3 | COc1ccc(OC)c(-c2cc(C(=O)N3CCC(Cn4cnc5ccccc54)CC3)[nH]n2)c1
i | 0.0706 | 42.4 | COc1ccc(Cc2nnc(Nc3cc(C)ccc3C)[nH]c2=O)cc1
i | 0.0321 | 60.0 | CCOC(=O)C(C)(C)Sc1nc2c(c(=O)n1-c1ccc(C)cc1)SCC2

Taken from above.
`Clc1c(-c2nnc3sc(CN4CCCCC4)cn23)sc2ccccc12` | AMPAR-TARP mod agonism max-min: 0.0936
`Cc1cc(=O)[nH]c(-n2nc(C)c(CCC(=O)N3CCCC3)c2C)n1` | AMPAR-TARP mod glutamate slope: 45.1
`Cc1cc(=O)[nH]c(-n2nc(C)c(CCC(=O)NCc3cccs3)c2C)n1` | AMPAR-TARP mod glutamate slope: 51.0
`COc1ccc(Cc2nnc(Nc3cc(C)ccc3C)[nH]c2=O)cc1` | AMPAR-TARP mod agonism max-min: 0.0706

New compounds follow
AMPAR-TARP mod | AMPAR-TARP mod agonism max-min | AMPAR-TARP mod glutamate slope | molecule
i | 0.065 | 45.9 | COC(=O)NCC1(c2ccc(OC)cc2)CCCC1
i | 0.128 | 53.1 | Cc1cc(N2CCN(CC#N)CC2)n2nc(C(F)(F)F)c(-c3ccccc3)c2n1
i | 0.0876 | 68.7 | O=C(NCc1ccccc1Cl)c1cc(-c2ccc(F)cc2)c[nH]1
i | 0.136 | 50.8 | O=C(c1ccco1)N1CCC(Cn2cccn2)CC1
i | 0.0695 | 27.5 | O=C1c2ccccc2C(O)(Cc2ccccc2)N1CCCN1CCOCC1 (configuration not stated)
i | 0.132 | 53.9 | CN1CCN(c2nc3ccc(NC(=O)c4ccc([N+](=O)[O-])s4)cc3s2)CC1
i | 0.14 | 37.5 | Cc1cccc(S(=O)(=O)Nc2ccc(Cl)c(C(F)(F)F)c2)c1
i | 0.054 | 38.0 | Cc1cc(-c2nnc(NC(=O)Cc3ccc(F)cc3)o2)nn1C
i | 0.0602 | 39.6 | Cc1cc(O)c(C(c2cccnc2)c2c(O)cc(C)[nH]c2=O)c(=O)[nH]1
i | 0.0824 | 77.5 | O=C(NCCCN1CCN(c2ccccc2)CC1)c1ccccc1
i | 0.0381 | 24.7 | O=C(Cc1cc(-c2ccc3c(c2)OCCO3)on1)NCC1CCCO1 (configuration not stated)
i | 0.0902 | 25.7 | O=C(NCC(O)(c1cccs1)C1CC1)c1c(F)cccc1F (configuration not stated)
i | 0.123 | 42.3 | c1ccc(-c2nnc(-c3ccncc3)o2)cc1
i | 0.0479 | 57.5 | CCOc1ccc(-c2ccc(=O)n(CCNS(=O)(=O)c3ccccc3)n2)cc1
i | 0.111 | 60.3 | Cc1onc(-c2ccccc2Cl)c1C(=O)NCC(O)c1cccn1C (configuration not stated)
i | 0.0357 | 35.7 | O=C(NCC(c1cccs1)N1CCOCC1)Nc1ccccc1C(F)(F)F (configuration not stated)
i | 0.097 | 57.5 | CC(C)C(=O)Nc1ccc(SCC(=O)NCc2ccc3c(c2)OCO3)nn1
i | 0.0282 | 53.0 | COc1cccc(NC(=O)C(=O)NCC(c2ccc(C)cc2)N2CCOCC2)c1 (configuration not stated)
i | 0.0462 | 44.3 | COc1ccc2c(CC(=O)N3c4ccccc4CC3C)cc(=O)oc2c1 (configuration not stated)
i | 0.0574 | 62.0 | COC(=O)Cn1c(=O)c2c(nc3n(-c4cccc(C)c4)c(-c4ccccc4)cn23)n(C)c1=O
i | 0.101 | 67.3 | O=C(Nc1nc(CCC(=O)N2CCc3ccccc32)cs1)c1cccs1
i | 0.0718 | 30.3 | Cc1ccc(C(=O)Nc2cccc(C(=O)N3CCOCC3)c2)cc1Cl
i | 0.144 | 55.3 | CCOc1ccc2nc(NC(=O)c3ccc(=O)n(Cc4ccccc4F)c3)sc2c1
i | 0.0325 | 54.8 | O=C1CNC(=O)N1CC1CCCNC1 (configuration not stated)
i | 0.0822 | 15.7 | COc1ccc(-c2cc(C(F)(F)F)nc(SCCC(=O)N3CCC(C(N)=O)CC3)n2)cc1
i | 0.0619 | 51.7 | CSC1=NCCN1S(=O)(=O)c1ccc(Br)cc1
i | 0.137 | 65.2 | CCOc1ccc(N/C=C(\C#N)C(=O)NCc2ccccc2)cc1
i | 0.131 | 63.8 | Cc1cc(C)c(S(=O)(=O)Nc2ccc3c(c2)CCCN3S(C)(=O)=O)c(C)c1
i | 0.0885 | 57.0 | CC(=O)Nc1ccc(NC(=O)c2ccc(N3CCCCS3(=O)=O)cc2)cc1
i | 0.108 | 58.7 | COc1ccc(OC)c2sc(N(CCN3CCOCC3)C(=O)/C=C/c3ccc([N+](=O)[O-])cc3)nc12
i | 0.0858 | 59.8 | C=CCn1c(=O)c2c(nc3n(-c4ccccc4OCC)c(C)cn23)n(C)c1=O
i | 0.0547 | 46.9 | COc1ccc(C(=O)NCC(c2cccn2C)N2CCCC2)c(OC)c1 (configuration not stated)
i | 0.105 | 62.0 | Cc1onc(-c2ccccc2Cl)c1C(=O)NCC(O)(c1ccco1)C1CC1 (configuration not stated)
i | 0.108 | 53.6 | Cc1ccc(S(=O)(=O)N2CCN(c3ccc(N4CCN(C)CC4)nn3)CC2)cc1
i | 0.104 | 53.9 | O=C(Cc1ccc(NC(=O)COc2ccc(Cl)cc2Cl)cc1)NCc1cccs1
i | 0.0961 | 58.7 | CC(C(=O)Nc1nccs1)n1nnc2ccccc2c1=O (configuration not stated)
i | 0.121 | 37.2 | CCN(CC)c1ccc(NC(=O)c2csc3c2CCCC3)cc1
i | 0.132 | 56.0 | NC(=O)Cn1cnc(-c2ccc(Cl)cc2)cc1=O
i | 0.0238 | 27.6 | CCOc1ccccc1Oc1c(C)oc2c3c(ccc2c1=O)OCN(C1CC1)C3
i | 0.0678 | 19.5 | Cc1nc2sc3c(c2c(=O)n1O)CCCC3
i | 0.0707 | 53.5 | CCOc1cccc2sc(N(CCN3CCOCC3)C(=O)c3ccc(C#N)cc3)nc12
i | 0.0544 | 42.5 | COc1ccc(C(=S)N2CCN(C(c3ccccc3)c3ccccc3)CC2)cc1OC
i | 0.109 | 63.4 | COc1cccc(C(CNS(=O)(=O)c2cccc([N+](=O)[O-])c2)N2CCOCC2)c1 (configuration not stated)
i | 0.0887 | 78.9 | COC(=O)Cn1c(=O)c2c(nc3n2CCCN3c2ccccc2)n(C)c1=O
i | 0.0678 | 56.6 | COc1ccccc1CNC(=O)C(=O)NCC1CCN(Cc2cc(C)oc2C)CC1
i | 0.0769 | 80.5 | COC(=O)c1sccc1S(=O)(=O)Nc1cc(C)ccc1OC
i | 0.14 | 81.2 | Cc1[nH]c(=O)[nH]c(=O)c1CC(=O)NCCCc1ccccc1
i | 0.0824 | 70.0 | O=c1c(-c2ccccc2)coc2cc(OCc3ccccc3F)ccc12
i | 0.0554 | 39.7 | O=C(c1ccc(Br)s1)N(CCN1CCOCC1)c1nc2ccccc2s1
i | 0.0696 | 59.0 | O=C(NCc1cccnc1)N1CCOCC1
i | 0.0563 | 17.7 | Cn1nnc2c(N3CCN(C(=O)c4cc(Cl)ccc4Cl)CC3)ncnc21
i | 0.099 | 68.2 | COc1ccc2nc(-c3ccc(NS(=O)(=O)c4cc(C)c(OC)cc4C)cc3)cn2n1
i | 0.0492 | 56.4 | Cc1ccc(-c2nnc(NC(=O)C3=COCCO3)o2)cc1C
i | 0.0521 | 33.6 | CC(=O)c1ccc(OC(=O)CCc2ccccc2)cc1
i | 0.146 | 81.0 | O=C(Cn1cnc2ccccc21)Nc1onc2c1CSC2
i | 0.0657 | 48.2 | COc1cc(-c2ccc3c(c2)OCO3)cc(=O)c2c(C)oc(C)c12
i | 0.0447 | 43.7 | Cc1ccc(NC(=O)C(=O)NCC(c2cccn2C)N2CCOCC2)cc1C (configuration not stated)
i | 0.0344 | 33.3 | CCn1nnc2c(SCC(=O)N3CCOCC3)ncnc21
i | 0.0791 | 5.2 | CCOCCn1c(N2CCN(Cc3ccccc3F)CC2)nc2c1c(=O)[nH]c(=O)n2C
i | 0.164 | 53.4 | O=C(NCC1CCN(c2ccccn2)CC1)Nc1ccc(Cl)c(Cl)c1

(more compounds)
AMPAR-TARP mod | AMPAR-TARP mod agonism max-min | AMPAR-TARP mod glutamate slope | molecule
i | 0.0926 | 53.4 | O=C(CS(=O)(=O)Cc1ccccc1)Nc1nccs1
i | 0.163 | 61.4 | O=C(c1ccccc1)N1C(=S)C(c2ccccc2)=NC12CCCC2
i | 0.0841 | 41.8 | Cc1cccc(Cn2nc3ccc(S(=O)(=O)N4CCCC4)cn3c2=O)c1
i | 0.0679 | 16.4 | C#CCOc1cc(Br)c(C2NC(=O)NC(C)=C2C(=O)NCc2ccccc2)cc1OC (configuration not stated)
i | 0.0889 | 59.4 | O=C(NCC1CCN(c2ccccn2)CC1)C(=O)Nc1ccccc1Cl
i | 0.115 | 61.8 | O=C(Nc1c2c(nn1-c1nc3ccccc3s1)CCC2)c1c(F)cccc1F
i | 0.088 | 60.2 | COC(=O)N1CCC(CNC(=O)C(=O)Nc2ccccc2C#N)CC1
i | 0.0722 | 48.2 | Cc1noc(C2CN(C(=O)c3c(-c4ccccc4Cl)noc3C)C2)n1
i | 0.154 | 58.0 | CCn1nc(C(=O)Nc2ccc(-c3ccc(=O)[nH]n3)cc2)ccc1=O

Some entries already given, reduced to AMPAR-TARP mod glutamate slope:
smiles	AMPAR-TARP mod glutamate slope
O=C(c1ccccc1)N1C(=S)C(c2ccccc2)=NC12CCCC2	61.4
O=C(Nc1c2c(nn1-c1nc3ccccc3s1)CCC2)c1c(F)cccc1F	61.8
Cc1noc(C2CN(C(=O)c3c(-c4ccccc4Cl)noc3C)C2)n1	48.2
C#CCOc1cc(Br)c(C2NC(=O)NC(C)=C2C(=O)NCc2ccccc2)cc1OC (configuration not stated)	16.4
